AmpC detergent = qHTS Inhibitors of AmpC Beta-Lactamase (assay with detergent); P00811; AmpC hydrolysis of nitrocefin, absorbance 480 nm, 0.01% Triton; Potency, µM (series often up to 114 µM), inactives show top-dose activity change, negative = inhibition, actives largely listed as inhibitors; hit rate 0.041% among 370,000; AID 485294, 2010; active means well fitted inhibition curve with a large enough effect; inconclusive means small, poorly fitted or top-dose-only effect;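 further: potency means the concentration at half of the fitted maximal effect; 0% = no-compound wells and -100% = no-enzyme wells; nearly all actives have a fitted effect of over 25% in size; some results filed as inactive show a strong effect at the top dose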
Target sequence (P00811 whole entry, looked up): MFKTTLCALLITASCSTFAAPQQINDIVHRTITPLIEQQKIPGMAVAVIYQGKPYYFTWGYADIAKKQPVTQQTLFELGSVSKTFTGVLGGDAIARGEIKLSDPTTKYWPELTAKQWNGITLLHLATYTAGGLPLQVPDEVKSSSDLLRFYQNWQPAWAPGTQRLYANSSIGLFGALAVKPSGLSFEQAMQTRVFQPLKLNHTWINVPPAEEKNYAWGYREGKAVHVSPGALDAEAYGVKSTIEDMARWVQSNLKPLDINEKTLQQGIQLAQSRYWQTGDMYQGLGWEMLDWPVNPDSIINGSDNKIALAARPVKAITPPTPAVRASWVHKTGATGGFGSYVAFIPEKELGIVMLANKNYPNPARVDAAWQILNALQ
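AmpC (5.3 nM in the dispensed reagent) in 20 mM phosphate pH 7.0 with 0.01% (detergent screen) or 0.0001% Triton X-100 was preincubated with compounds for 15 min at room temperature. Nitrocefin was then added from an 800 uM solution, and hydrolysis was followed at 480 nm.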
HCMV antiviral = qHTS Assay for inhibitors of the human cytomegalovirus (HCMV) | HFF cells, HCMV-luciferase reporter, 72 h; hits give low values | activity change, negative = inhibition, % at 57.5 µM | hit rate 4.5% among 410,000 | AID 1259415, 2018; in the data active means activity change below about -60%; inconclusive means no clear call, values can overlap the other calls; inactive means above about -39%
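Two compound doses tested in HFFs infected with HCMV-luciferase, MOI 1 PFU/cell, 72 h at 37C. Lysate luminescence read with OneGlo; data normalized against buffer-only and 10uM Salinomycin inhibitor controls.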
Numbers without * were called inactive; ? = inconclusive. Unless noted, on the % scale 0 is the no-effect control and ±100 the full control effect. This is a subset (hit frequency here may not be typical).

SMILES	AmpC detergent	HCMV antiviral
Cc1ccc(CNC(=O)c2c[nH]n3c(=O)c(Cc4ccc(F)cc4Cl)c(C)nc23)cc1	6%	34
CC(C)(C)c1ccc(C(=O)Nc2ccc(Cl)cc2C(=O)c2ccccc2)cc1	-1%	-31
CCCCN(CCCC)C(=O)c1cc2c(=O)n3cccc(C)c3nc2s1	-10%	10
Cn1c(=O)c2c(-c3ccccc3)n3c(c2n(C)c1=O)C(c1ccc([N+](=O)[O-])cc1)Nc1ccccc1-3 (stereo not given)	0%	-68*
Cc1cc(C)c(NC(=O)Cn2ccn(-c3cccc(Cl)c3)c(=O)c2=O)c(C)c1	11%	-39
CCCCCCC(=O)Nc1cc2nc3c(nc2cc1C)c(=O)n(C)c(=O)n3C	8%	15
CCOc1ccc(NC(=O)Cc2ccc(NC(=O)N3CCCCc4ccccc43)cc2)cc1	1%	-16
CC(C)(C)OC(=O)N1CCC(c2nnc(SCc3ccccc3)o2)CC1	-3%	0
O=C(NCCSc1c[nH]c2ccccc12)c1ccc(Cl)cc1	11%	-11
COc1ccc(CNC(=O)CN2N=C(c3ccc(Cl)cc3)CCC2=O)cc1	-9%	-19
COc1ccc(-n2nc(C(=O)Nc3ccc(Br)cc3C)c3c4ccccc4n(C)c3c2=O)cc1	2%	15
COc1ccc2c(c1)CC(NC(=O)Nc1cc(Cl)ccc1OC)CO2 (stereo not given)	15%	-30
COc1ccccc1C(=O)NC(=O)Nc1ccc(-n2nc(C(F)(F)F)cc2C(F)(F)F)cc1	-3%	-3
O=c1n(Cc2ccccc2Cl)c2ccccc2c2nc(-c3ccccc3)nn12	9%	-15
CCCCC1CCC(C(=O)N2CC(=O)Nc3ccc(C)cc3C2c2ccc(F)cc2)CC1 (stereo not given)	-1%	?
COc1ccc(CNC(=O)CSc2ncc(S(=O)(=O)c3ccc(C)c(Cl)c3)c(=O)[nH]2)cc1	13%	8
O=C(NCc1ccccc1Cl)c1cc2cccc3c2n1CCS3	-7%	0
COc1ccc(CCNC(=O)c2cnc3sc(N4CCOCC4)nn3c2=O)cc1OC	2%	10
COC(=O)c1ccccc1NC(=O)C1=C(C)C(=O)OC12CCCCCC2	1%	0
COc1ccc(C2C(C(=O)Nc3ccccc3OC)=C(C)Nc3c(C(=O)Nc4ccccc4)cnn32)c(OC)c1 (stereo not given)	8%	-17
CCCCc1ccc(C(=O)c2c(N)c(C(=O)Nc3cccc(OC)c3)c3ccccn23)cc1	17%	6
COc1ccc(C)cc1NC(=O)CCc1c(C)nn(-c2ccc(N3CCOCC3)nn2)c1C	-5%	39
COc1cccc2cc(-c3nnc(-c4ccc(Cl)cc4)o3)c(=O)oc12	5%	-15
CCC(C(=O)Nc1cccc(-c2nc3cccnc3s2)c1C)c1ccccc1 (stereo not given)	21%	?
COc1ccccc1N1CCN(C(=O)c2c(C)oc3ncn(C)c(=O)c23)CC1	16%	-3
CC(=O)N1c2c(cc(Br)cc2S(=O)(=O)N2CCN(c3ccccc3)CC2)CC1C (stereo not given)	-8%	-22
CSc1ncc(Cl)c(C(=O)N(Cc2ccccc2Cl)C2CCS(=O)(=O)C2)n1 (stereo not given)	11%	25
COc1ccc(Cl)cc1NC(=O)CCC(=O)c1ccc(C)cc1	11%	-19
CN(C(=O)Nc1cn(C)c(=O)c2ccccc12)c1ccccc1	16%	13
Cc1ccc2c(C)c(C(=O)N3CCC(c4nc5ccccc5s4)CC3)oc2c1C	20%	20
COc1cccc(CSc2nc(-c3ccccc3F)nc3c2Cc2c(CO)cnc(C)c2O3)c1	22%	7
CC(=O)c1cccc(NC(=O)c2sc3nc4c(cc3c2N)CCCC4)c1	7%	?
CCOC(=O)c1ccc(NC(=O)N2CCOc3ccccc32)cc1	22%	-8
CCOc1ccccc1NC(=O)C1=C(C)Nc2ncnn2C1c1ccccn1 (stereo not given)	-3%	18
Cc1ccc(CNS(=O)(=O)c2cnc(N)nc2)cc1	3%	35
COc1ccc(OC)c(/C=C(\C#N)c2nc3ccccc3c(=O)[nH]2)c1	0%	-16
CCCc1nnc(NC(=O)Nc2ccccc2Cl)s1	-2%	71
CCOc1ccc(C2CC(c3c(O)n(C4CCCCC4)c(=O)[nH]c3=O)=Nc3ccccc3S2)cc1 (stereo not given)	-5%	-17
COc1ccc(CCNC(=O)c2nc(SCc3ccc(C)cc3)ncc2Cl)cc1OC	17%	-37
Cc1cc(C)cc(NC(=O)Cn2c(=O)n(CCC(C)C)c(=O)c3cccnc32)c1	15%	17
CCOc1ccc(CCNC(=O)Cn2nc(CC)n3c(cc4c(OC)cccc43)c2=O)cc1OCC	9%	5
Cc1ccccc1NCc1cccn1-c1nnc(N2CCOCC2)s1	11%	-10
COc1ccc(N2CCN(C(c3ccccc3)c3nnc(-c4ccccc4Cl)o3)CC2)cc1 (stereo not given)	8%	9
Cc1ccc(CNC(=O)c2nc(S(=O)(=O)Cc3ccc(C)cc3)ncc2Cl)cc1	4%	19
Cc1oc2ncnc(N3CCOCC3)c2c1C(=O)Nc1ccc(Br)cc1F	3%	7
Cc1ccc(S(=O)(=O)C(CNC(=O)C(=O)NCCc2ccc(F)cc2)c2cccs2)cc1 (stereo not given)	0%	-20
COc1ccc(CNC(=O)Cn2c(=O)cc(-c3ccccc3)c3c(C)nn(C)c32)cc1	19%	3
COc1ccc2nc(SCC(=O)c3c(C)[nH]c4ccccc34)nc(C)c2c1	-2%	8
COc1cccc(-c2cnc(NCc3ccccc3Cl)n2C)c1	2%	-25
CCc1ccc(S(=O)(=O)c2nnn(-c3ccc(F)cc3)c2N)cc1	13%	-23
Cc1nn(-c2ccc3nncn3n2)c(C)c1CCC(=O)Nc1ccc(OC(F)(F)F)cc1	1%	8
Cc1cc(NC(=O)c2ccc(-c3ccc(Br)cc3)o2)cc(-c2nc3ncccc3o2)c1O	2%	-10
Cc1noc(Cn2c(=O)c3cc4c(cc3n(CC(=O)Nc3ccccc3Br)c2=O)OCO4)n1	7%	-20
COc1ccc(NCc2ccccc2-c2nnc(-c3ccccc3)o2)cc1Cl	-1%	8
COc1ccc(Cl)cc1NC(=O)CSc1cn(CC(=O)N2CCCC2)c2ccccc12	-4%	-32
CSc1ccc(Nc2nn(-c3ccc(OC(F)(F)F)cc3)nc2C(C)=O)cc1	22%	?
CCOc1cccc2sc(N3CCN(C(=O)c4ccco4)CC3)nc12	-1%	12
CN(C(=O)CSc1nc2ccc(NC(=O)c3ccc(F)cc3)cc2s1)c1ccccc1	-1%	-81*
Cc1sc(-c2cc3ccccc3oc2=O)nc1-c1ccc(Cl)cc1	8%	7
COc1ccc(C)cc1NC(=O)C1CCN(S(=O)(=O)c2ccc3[nH]c4c(c3c2)CCCCC4)CC1	6%	?

Remaining list, next part
SMILES	AmpC detergent	HCMV antiviral
COc1ccc(-c2noc(Cn3c(=O)c4ccccc4n(CC(=O)Nc4cccc(C(F)(F)F)c4)c3=O)n2)cc1	21%	-11
COc1cccc(CNC(=O)c2ccc(-c3nc(CSc4ccccc4)c(C)o3)cc2)c1	12%	9
COc1ccc(CCNC(=O)c2ccc3c(c2)N(Cc2ccccc2)C(=O)c2ccccc2S3=O)cc1OC (stereo not given)	-17%	?
COc1ccc(-c2csc(-c3c(N)c(C(=O)c4ccccc4)n4ccccc34)n2)cc1OC	-10%	-5
COc1ccc(NC(=O)c2cnn(-c3ccc(F)cc3F)c2C2CCN(C(=O)OC(C)(C)C)CC2)cc1Cl	13%	0
O=C(Nc1ccc(Br)cc1F)C1CCN(c2nc3ccccc3[nH]2)CC1	-7%	0
CCCCN(CC)CCCNC(=O)c1cc2c(=O)oc3ccc(C)cc3c2s1	1%	10
O=C(Nc1ccccc1C(=O)OCc1cc(=O)n2nc(C3CC3)sc2n1)c1ccc(Cl)cc1	11%	17
CCc1ccc2c(c1)c(=O)c(S(=O)(=O)c1ccc(F)cc1)cn2CC(=O)Nc1ccccc1OC	-11%	23
CCc1cccc(-n2c(C)nc3c(cnn3-c3ccc(Cl)cc3)c2=O)c1	0%	?
COc1cccc(CN(C(=O)c2ccc(C(C)(C)C)cc2)C2CCS(=O)(=O)C2)c1 (stereo not given)	-5%	15
Cc1cc(C)c(S(=O)(=O)N2CCC(N3CCN(Cc4ccc(F)cc4)C(=O)C3=O)CC2)c(C)c1	19%	5

Overlap with the part before: 2 compounds, followed by the next part.
SMILES	AmpC detergent	HCMV antiviral
COc1cccc(CN(C(=O)c2ccc(C(C)(C)C)cc2)C2CCS(=O)(=O)C2)c1 (stereo not given)	-5%	15
Cc1cc(C)c(S(=O)(=O)N2CCC(N3CCN(Cc4ccc(F)cc4)C(=O)C3=O)CC2)c(C)c1	19%	5
O=C(CSc1ncc(-c2ccccc2)[nH]1)Nc1cccc(C(F)(F)F)c1	-8%	-34
CCC(C)OC(=O)/C(C#N)=C\c1ccc(-c2cccc(C(F)(F)F)c2)o1 (stereo not given)	2%	10
CCCn1c(CCC(=O)Nc2cc(C(=O)OC)cc(C(=O)OC)c2)nc2cccnc21	1%	13
Cc1c(CCC(=O)NCCc2ccccc2)c(=O)oc2cc(O)ccc12	3%	-3
CCc1ccc2nc(N3CCN(C(=O)C4CC4)CC3)sc2c1	3%	?
COc1ccc(S(=O)(=O)N2CCC(n3c(C)nc4cccnc43)CC2)cc1Cl	9%	-29
Cc1c(Cl)cccc1NC(=O)CSc1cc(-c2ccccc2)ncn1	0%	-2
CCN(CC)S(=O)(=O)c1ccc2c(c1)N(CC(=O)Nc1cccc(C#N)c1)C(=O)CO2	20%	-11
Cc1cccc(-n2c(CC3C(=O)Nc4ccc(C)cc43)nc3ccccc3c2=O)c1 (stereo not given)	9%	-6
COc1ccc(C2CC(=O)c3c([nH]c(C(=O)OC4CCCCCC4)c3C)C2)cc1OC (stereo not given)	10%	-15
CC(=O)N1CCCc2cc(S(=O)(=O)Nc3ccc(Cl)cc3F)ccc21	-1%	-24
COc1ccccc1NC(=O)C1=C(C)Nc2nc(SCC(=O)c3ccc(C)cc3)nn2C1c1ccccc1C (stereo not given)	10%	-2
CCc1ccc(-n2c(=O)c3c4c(sc3n(Cc3ccc(F)cc3)c2=O)CCCC4)cc1	4%	14
CCOc1ccc(CNC(=O)c2cc3ccccn3n2)cc1OC	4%	29
CCOc1ccc(NC(=O)c2cc3c(=O)n(Cc4cccs4)ccc3nc2C)cc1	25%	-12
O=c1c(N2CCc3ccccc3C2)csc2ccccc12	3%	3
Cc1cccc(-c2c3c(=O)n(C)c(=O)n(C)c3cn2-c2cc(N)c(Cl)cc2Cl)c1	17%	2
Cc1ccccc1Oc1nc2ccccn2c(=O)c1/C=C(\C#N)c1nc2ccccc2[nH]1	25%	37
Cc1sc(-c2cc3ccccc3oc2=O)nc1-c1ccc(Cl)c(Cl)c1	-8%	11
COc1ccc(N2CCN(C(=O)CCc3c(C)nn(-c4ccc(N5CCCC5)nn4)c3C)CC2)cc1	-7%	-10
COc1cc(-c2nc3ccc(Cl)cn3c2Nc2ccc3c(c2)OCCO3)ccc1O	-5%	27
COc1ccc(CCNC(=O)CCn2c(=O)c3ccccc3n(Cc3ccc(Cl)cc3)c2=O)cc1OC	11%	-5
Cc1ccc(CNC(=O)CSc2ncc(S(=O)(=O)c3ccc(C)c(Cl)c3)c(=O)[nH]2)cc1	-1%	-5
CC1=C(c2ccc(C)c(C)c2)S(=O)(=O)N=C1N1CCC(C(=O)NCc2ccc(Cl)cc2)CC1	12%	-22
CC(CC(=O)NCc1ccc(Cl)cc1Cl)CC1=NS(=O)(=O)c2ccccc2N1 (stereo not given)	-9%	14
CC(C)C1N=C2c3ccccc3N=C(SCC(=O)NCc3ccccc3Cl)N2C1=O (stereo not given)	2%	-15
CCOc1ccc(C2c3[nH]c4ccccc4c3CCN2C(=O)CCc2ccccc2)cc1 (stereo not given)	18%	-84*
CCOC(=O)c1c(NC(=O)c2cc3ccccc3c(=O)o2)sc2c1CCC(C)C2 (stereo not given)	28%	-5
Cc1ccc(C(=O)Nc2cc(-c3nc4cc(Cl)ccc4o3)ccc2C)c(C)c1	1%	?
COc1ccc(Cl)cc1NC(=O)c1ccc2c(c1)CCCN2S(C)(=O)=O	26%	?
COc1ccc(OC)c(CNC(=O)CSc2c3c(nc4cc(Cl)ccc24)CCCC3)c1	7%	-60*

Six of the compounds above, with two lines to a compound:
Fields: AmpC detergent, HCMV antiviral
CCc1ccc2c(c1)c(=O)c(S(=O)(=O)c1ccc(F)cc1)cn2CC(=O)Nc1ccccc1OC
  -11%, 23
CCOc1ccc(C2c3[nH]c4ccccc4c3CCN2C(=O)CCc2ccccc2)cc1 (stereo not given)
  18%, -84*
CCc1cccc(-n2c(C)nc3c(cnn3-c3ccc(Cl)cc3)c2=O)c1
  0%, ?
CCCCc1ccc(C(=O)c2c(N)c(C(=O)Nc3cccc(OC)c3)c3ccccn23)cc1
  17%, 6
CC(CC(=O)NCc1ccc(Cl)cc1Cl)CC1=NS(=O)(=O)c2ccccc2N1 (stereo not given)
  -9%, 14
COc1cccc(CNC(=O)c2ccc(-c3nc(CSc4ccccc4)c(C)o3)cc2)c1
  12%, 9

Complete entries, quoted from the list. Screens in order: AmpC detergent	HCMV antiviral
CC1=C(c2ccc(C)c(C)c2)S(=O)(=O)N=C1N1CCC(C(=O)NCc2ccc(Cl)cc2)CC1 is listed as 12%	-22
CCOc1ccc(NC(=O)Cc2ccc(NC(=O)N3CCCCc4ccccc43)cc2)cc1 is listed as 1%	-16

Source: PubChem BioAssay (National Center for Advancing Translational Sciences (NCATS))
